Compound activity: PubChem BioAssay, several laboratories
LYP inhibition = inhibitors of LYP phosphatase, biochemical, fluorescence intensity, uHTS (AID 1779). hit rate 0.054% among 290,000. recombinant LYP phosphatase, fluorescence intensity; higher % means a stronger effect. one-dose inhibition, % at 11.5 µM; IC50 in µM for titrated hits; in the data active = inhibition above about 50%;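 note: plate controls were vehicle with enzyme for no effect and no enzyme for full effect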
AID2073 = inhibitors of Mint1-CaV2.2 protein interaction, biochemical, HTRF (AID 2073) | Voltage-dependent N-type calcium channel subunit alpha-1B (Homo sapiens) | HTRF protein-protein interaction, Mint1-CaV2.2; higher % means a stronger effect | one-dose inhibition, % at 20 µM; IC50 in µM for titrated hits | hit rate 0.19% among 290,000; in the data active = inhibition mostly above about 51%, no sharp cut-off; note: some results filed as inactive read as strong as hits
RSV antiviral HEp-2 = RSV antiviral activity via CPE protection, HEp-2 cells, primary 10 µM value included (AID 2391). HEp-2 cells, RSV-induced CPE inhibition; higher % means a stronger effect. CPE inhibition, % at 10 µM; hits with a dose series show IC50 in µM. hit rate 0.13% among 310,000; in the data active = a potency from the dose series; note: strong numbers were not always called active
WT yeast gro inh = growth inhibition of WT strain, primary screen, mitochondrial fusion inhibitor project, WT and mutant strains, chemical genetic | hit rate 2.1% among 190,000 | inhibition, % at 10 µM | mitochondrial fusion phenotypic screen; in the data active = inhibition above about 58%; tested in S. cerevisiae
NTR1 ag = agonists of NTR1, primary screen, imaging, U2OS cells, beta-arrestin-GFP, high content (AID 493036) | Neurotensin receptor type 1 (Homo sapiens), P30989 | NTR1-U2OS beta-arrestin-GFP spot imaging, agonist mode | activation, % at 20 µM | hit rate 0.17% among 330,000;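 active = activation at or above 40% of the spot to cytoplasm intensity ratio, with at least 20 cells analyzed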;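 note: 0% = DMSO without peptide and 100% = 100 nM NTR1 peptide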
Target sequence (P30989 whole entry, looked up): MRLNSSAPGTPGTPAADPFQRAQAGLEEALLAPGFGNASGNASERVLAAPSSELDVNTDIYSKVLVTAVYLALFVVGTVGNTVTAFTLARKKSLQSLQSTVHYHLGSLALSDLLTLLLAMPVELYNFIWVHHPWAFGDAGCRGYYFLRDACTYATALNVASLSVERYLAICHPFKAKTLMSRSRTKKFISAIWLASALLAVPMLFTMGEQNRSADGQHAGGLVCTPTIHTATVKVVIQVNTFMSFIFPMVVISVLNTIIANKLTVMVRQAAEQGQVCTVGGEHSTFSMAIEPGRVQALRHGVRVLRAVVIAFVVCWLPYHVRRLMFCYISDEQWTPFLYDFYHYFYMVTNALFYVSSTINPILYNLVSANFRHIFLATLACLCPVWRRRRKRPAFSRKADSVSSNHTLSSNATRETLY
Autophagy HCS = autophagy modulators in MEF cells, primary screen, imaging, high-content, MEF GFP-LC3; MEF GFP-LC3 puncta imaging; test concentration mostly 10 µM; calls only at 10 µM (by protocol); hit rate 0.98% among 190,000; AID 463193, 2010;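 active = percentage of spot-positive cells more than 3 SD above its plate mean, without a fluorescence outlier flag or 80% toxicity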;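 note: spot-positive cell cutoff set from DMSO-treated cells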
UTI89 phage lysis = inhibition of K1F phage lysis, E. coli UTI89, bacterial capsule biogenesis inhibitors, alamar blue (AID 488966); inhibition, % at 100 µM, or IC50 in µM where a hit was titrated; E. coli UTI89 K1F phage lysis, alamar blue, 2 h; higher % means a stronger effect; hit rate 0.02% among 340,000;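 active = phage lysis inhibition, versus mean bacterial control, above a set limit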;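 note: capsule biogenesis inhibitors block K1F phage lysis so surviving cells raise fluorescence; higher fluorescence means more inhibition of phage lysis; actives were called in the ten point dose series up to 300 µM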
GPR35 arrestin U2OS = GPR35 antagonists blocking zaprinast-driven arrestin recruitment, primary screen, imaging, U2OS, beta-arrestin-GFP, zaprinast agonist (AID 2058); G-protein coupled receptor 35 (Homo sapiens); U2OS GPR35 beta-arrestin-GFP translocation imaging, zaprinast antagonism; higher % means a stronger effect; inhibition, % at 10 µM, or IC50 in µM where a hit was titrated; hit rate 0.052% among 290,000;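 active = inhibition of at least 50% with at least 30 cells and total cytoplasm GFP at most 10,000,000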
NS5 inhibitors = Dengue-2 NS5 methyltransferase inhibitors, primary screen, biochemical, confirmation dose response (AID 588689); Genome polyprotein (Dengue virus type 2 (strain 16681-PDK53)); Dengue-2 NS5 methyltransferase capping enzyme assay, biochemical; higher % means a stronger effect; one-dose inhibition, % at 25 µM; IC50 in µM for titrated hits; hit rate 0.3% among 340,000; in the data active = a potency from the dose series
WT yeast gro inh mutant strain = second read-out of WT yeast gro inh, no call of its own (marks repeat the call); inhibition, %; mitochondrial fusion phenotypic screen, mutant strain inhibition
Autophagy HCS cell loss 18 h = recorded beside Autophagy HCS, whose call it bears; toxicity, %; measured here: cell loss, nuclei count;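 cell loss after 18 h compound exposure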
NTR1 ag cell count 20 µM = second read-out of NTR1 ag, no call of its own (marks repeat the call); cell count; measured here: cell count, cytotoxicity flag
* = called active by the depositor; [ ] = dose if it differs, or a comment.

What do the screens show for `CCOC(=O)CC1(c2ccccc2)CCOC(C)(C)C1` (centres undefined)?
LYP inhibition: -2.9%; AID2073: 8.8%; RSV antiviral HEp-2: -0.2%; WT yeast gro inh: -10.5; NTR1 ag: -3.5; Autophagy HCS: inactive; UTI89 phage lysis: 1.0%; GPR35 arrestin U2OS: -7.0%; NS5 inhibitors: 0.8%; WT yeast gro inh mutant strain: 2.7; Autophagy HCS cell loss 18 h: 31.8; NTR1 ag cell count 20 µM: 82

How did Cc1sc2ncnc(SCC(=O)NCC(C)C)c2c1C do in these assays?
LYP inhibition: -6.9%; AID2073: 2.1%; RSV antiviral HEp-2: 1.3%; WT yeast gro inh: 17.8; NTR1 ag: -2.0; Autophagy HCS: inactive; UTI89 phage lysis: 0.5%; GPR35 arrestin U2OS: -8.9%; NS5 inhibitors: -0.8%; WT yeast gro inh mutant strain: 20.4; Autophagy HCS cell loss 18 h: -4.6; NTR1 ag cell count 20 µM: 83

How did Cc1ccc(S(=O)(=O)NCC(C)NS(=O)(=O)c2ccc(C)cc2)cc1 (centres undefined) do in these assays?
LYP inhibition: 8.2%; AID2073: 13.4%; RSV antiviral HEp-2: 0.7%; WT yeast gro inh: -10.8; NTR1 ag: -0.1; Autophagy HCS: inactive; UTI89 phage lysis: 0.2%; GPR35 arrestin U2OS: -10.0%; NS5 inhibitors: 1.6%; WT yeast gro inh mutant strain: -3.2; Autophagy HCS cell loss 18 h: 1.1; NTR1 ag cell count 20 µM: 98

How did Cc1ccc(NS(=O)(=O)c2ccc3c(c2)NC(=O)C(C)C(=O)N3)c(Br)c1 (centres undefined) do in these assays?
LYP inhibition: -7.0%; AID2073: 8.0%; RSV antiviral HEp-2: 1.2%; NTR1 ag: -0.5; UTI89 phage lysis: -0.1%; GPR35 arrestin U2OS: -2.6%; NS5 inhibitors: -2.1%; NTR1 ag cell count 20 µM: 66

How did COc1cccc(CC(=O)Nc2ccccc2C(=O)N2CCOCC2)c1 do in these assays?
LYP inhibition: 0.3%; AID2073: 2.4%; RSV antiviral HEp-2: 0.5%; WT yeast gro inh: -6.5; NTR1 ag: -1.7; Autophagy HCS: inactive; UTI89 phage lysis: 1.0%[50 µM]; GPR35 arrestin U2OS: -5.3%; NS5 inhibitors: -5.8%; WT yeast gro inh mutant strain: -17.6; Autophagy HCS cell loss 18 h: -15.7; NTR1 ag cell count 20 µM: 72

How did C/C=C/Cn1c(N(C)Cc2ccccc2)nc2c1c(=O)[nH]c(=O)n2C do in these assays?
LYP inhibition: -9.2%; AID2073: -4.4%; RSV antiviral HEp-2: 6.3%; WT yeast gro inh: 7.2; NTR1 ag: -1.7; Autophagy HCS: inactive; UTI89 phage lysis: 0.3%; GPR35 arrestin U2OS: 6.0%; NS5 inhibitors: 2.8%; WT yeast gro inh mutant strain: -4.9; Autophagy HCS cell loss 18 h: -15.7; NTR1 ag cell count 20 µM: 62

How did CCOc1ccc(NC(=S)N(CCc2c(C)[nH]c3ccccc23)Cc2cccnc2)cc1 do in these assays?
LYP inhibition: -4.0%; AID2073: -15.2%; RSV antiviral HEp-2: 2.6%; WT yeast gro inh: 18.7; NTR1 ag: -1.6; Autophagy HCS: inactive; UTI89 phage lysis: -1.3%; GPR35 arrestin U2OS: -3.6%; NS5 inhibitors: -4.2%; WT yeast gro inh mutant strain: 2.8; Autophagy HCS cell loss 18 h: -43.2; NTR1 ag cell count 20 µM: 61

How did Cc1cccc(NC(=O)NCc2ccccn2)c1 do in these assays?
LYP inhibition: -4.1%; AID2073: -16.2%; RSV antiviral HEp-2: 1.3%; WT yeast gro inh: 1.0; NTR1 ag: -0.8; Autophagy HCS: inactive; UTI89 phage lysis: 0.2%; GPR35 arrestin U2OS: -10.6%; NS5 inhibitors: 0.0%; WT yeast gro inh mutant strain: 7.2; Autophagy HCS cell loss 18 h: 3.4; NTR1 ag cell count 20 µM: 89

Results for CCCC1NC(=S)NC(C)=C1C(C)=O (centres undefined) ?
LYP inhibition: -2.4%; AID2073: -20.1%; RSV antiviral HEp-2: 0.3%; WT yeast gro inh: -23.5; NTR1 ag: 1.5; Autophagy HCS: inactive; UTI89 phage lysis: -0.9%; GPR35 arrestin U2OS: 1.4%; NS5 inhibitors: 4.7%; WT yeast gro inh mutant strain: 18.3; Autophagy HCS cell loss 18 h: 8.1; NTR1 ag cell count 20 µM: 44

Results for CN1C(=O)OC2(C)CCc3ccccc3C12C (centres undefined) ?
LYP inhibition: -2.3%; AID2073: 1.9%; RSV antiviral HEp-2: -0.3%; WT yeast gro inh: -4.7; NTR1 ag: 0.4; Autophagy HCS: inactive; UTI89 phage lysis: 0.0%; GPR35 arrestin U2OS: -10.6%; NS5 inhibitors: -5.2%; WT yeast gro inh mutant strain: -11.3; Autophagy HCS cell loss 18 h: 12.9; NTR1 ag cell count 20 µM: 88

How did CC(C)N1C(=O)S/C(=C/c2cccnc2)C1=O do in these assays?
LYP inhibition: -9.6%; AID2073: -4.3%; RSV antiviral HEp-2: 0.6%; WT yeast gro inh: 5.2; NTR1 ag: 1.3; Autophagy HCS: inactive; UTI89 phage lysis: 5.3%; GPR35 arrestin U2OS: 14.5%; NS5 inhibitors: -7.7%; WT yeast gro inh mutant strain: 7.1; Autophagy HCS cell loss 18 h: -7.2; NTR1 ag cell count 20 µM: 60

How did Nc1nonc1-n1nnc(C(=O)N/N=C/c2ccoc2)c1CSc1ccccc1 do in these assays?
LYP inhibition: -8.4%; AID2073: 2.9%; RSV antiviral HEp-2: 1.1%; NTR1 ag: 0.5; UTI89 phage lysis: 0.1%; GPR35 arrestin U2OS: 15.7%; NS5 inhibitors: -2.7%; NTR1 ag cell count 20 µM: 64

How did NC(=O)c1cc(Cl)cn(-c2ccccc2)c1=O do in these assays?
LYP inhibition: -6.0%; AID2073: 10.1%; RSV antiviral HEp-2: 1.1%; WT yeast gro inh: 13.5; NTR1 ag: -1.6; Autophagy HCS: inactive; UTI89 phage lysis: -0.3%; GPR35 arrestin U2OS: 10.0%; NS5 inhibitors: 1.4%; WT yeast gro inh mutant strain: 6.4; Autophagy HCS cell loss 18 h: 8.7; NTR1 ag cell count 20 µM: 96

Results for Cc1c(C(=O)O)[nH]c2c1C(=O)CC(c1ccc(Cl)cc1)C2 (centres undefined) ?
LYP inhibition: -4.2%; AID2073: -0.5%; RSV antiviral HEp-2: -0.7%; WT yeast gro inh: 2.4; NTR1 ag: 1.7; Autophagy HCS: inactive; UTI89 phage lysis: 0.2%; GPR35 arrestin U2OS: 3.0%; NS5 inhibitors: -2.1%; WT yeast gro inh mutant strain: -1.4; Autophagy HCS cell loss 18 h: 6.6; NTR1 ag cell count 20 µM: 52

How did NC(=O)C1CCN(c2oc(/C=C/c3ccccc3)nc2S(=O)(=O)c2ccccc2)CC1 do in these assays?
LYP inhibition: -10.9%; AID2073: -5.2%; RSV antiviral HEp-2: 0.7%; NTR1 ag: -0.1; UTI89 phage lysis: -0.1%; GPR35 arrestin U2OS: -7.6%; NS5 inhibitors: -4.5%; NTR1 ag cell count 20 µM: 64

How did COc1ccccc1C(=O)C1CCCN(Cc2cn[nH]c2C2CCCCC2)C1 (centres undefined) do in these assays?
LYP inhibition: 0.2%; AID2073: -7.2%; RSV antiviral HEp-2: 0.1%; WT yeast gro inh: 4.1; NTR1 ag: -0.1; Autophagy HCS: inactive; UTI89 phage lysis: 0.3%; GPR35 arrestin U2OS: 5.8%; NS5 inhibitors: 0.0%; WT yeast gro inh mutant strain: -6.6; Autophagy HCS cell loss 18 h: 16.6; NTR1 ag cell count 20 µM: 65

How did CN1CCN(NC(=O)c2ccc(S(=O)(=O)N3CC4(C)CC3CC(C)(C)C4)cc2)CC1 (centres undefined) do in these assays?
LYP inhibition: -7.7%; AID2073: -7.2%; RSV antiviral HEp-2: 0.4%; NTR1 ag: 1.1; UTI89 phage lysis: 0.7%; GPR35 arrestin U2OS: -4.2%; NS5 inhibitors: -5.4%; NTR1 ag cell count 20 µM: 63

Results for Nc1nc2ccc(C(=O)Nc3ccccc3)cc2s1 ?
LYP inhibition: -3.8%; AID2073: 2.7%; RSV antiviral HEp-2: 3.0%; WT yeast gro inh: -4.9; NTR1 ag: -0.8; Autophagy HCS: inactive; UTI89 phage lysis: -1.0%; GPR35 arrestin U2OS: -4.4%; NS5 inhibitors: -7.5%; WT yeast gro inh mutant strain: 0.5; Autophagy HCS cell loss 18 h: 4.5; NTR1 ag cell count 20 µM: 42

What do the screens show for `CCOc1ccc(Oc2cc(NC(=O)c3ccco3)cc([N+](=O)[O-])c2)cc1`?
LYP inhibition: -1.5%; AID2073: 15.9%; RSV antiviral HEp-2: 0.6%; WT yeast gro inh: 81.5; Autophagy HCS: inactive; UTI89 phage lysis: 1.1%; GPR35 arrestin U2OS: 11.7%; NS5 inhibitors: -0.4%; WT yeast gro inh mutant strain: 84.4; Autophagy HCS cell loss 18 h: 21.7

How did COCCn1c(COc2cccc(OC)c2)nnc1SCC(=O)NC1CCCC1 do in these assays?
LYP inhibition: -9.8%; AID2073: 6.7%; RSV antiviral HEp-2: 1.9%; NTR1 ag: 1.1; UTI89 phage lysis: 0.3%; GPR35 arrestin U2OS: -6.0%; NS5 inhibitors: 0.0%; NTR1 ag cell count 20 µM: 40

How did CCOc1ccc(CNC(=O)C2Cc3cc(S(=O)(=O)N4CCCC4)ccc3N2C(C)=O)cc1 (centres undefined) do in these assays?
LYP inhibition: -14.6%; AID2073: 4.9%; RSV antiviral HEp-2: 0.8%; NTR1 ag: 0.0; UTI89 phage lysis: 1.1%; GPR35 arrestin U2OS: 14.2%; NS5 inhibitors: -2.7%; NTR1 ag cell count 20 µM: 68

Results for COCCNC(=O)c1ccc2ccccc2n1 ?
LYP inhibition: -1.4%; AID2073: 31.2%; RSV antiviral HEp-2: 0.9%; WT yeast gro inh: 3.1; NTR1 ag: 1.4; Autophagy HCS: inactive; UTI89 phage lysis: 0.4%; GPR35 arrestin U2OS: 16.1%; NS5 inhibitors: -4.9%; WT yeast gro inh mutant strain: -9.3; Autophagy HCS cell loss 18 h: 4.9; NTR1 ag cell count 20 µM: 86

Results for CCOCCCNC(=O)CCNS(=O)(=O)c1ccc(C)cc1 ?
LYP inhibition: -2.0%; AID2073: 4.5%; RSV antiviral HEp-2: 1.0%; WT yeast gro inh: 5.4; NTR1 ag: 5.8; Autophagy HCS: inactive; UTI89 phage lysis: 1.1%; GPR35 arrestin U2OS: -2.2%; NS5 inhibitors: -9.6%; WT yeast gro inh mutant strain: 14.9; Autophagy HCS cell loss 18 h: -7.5; NTR1 ag cell count 20 µM: 64
